DNA FID counter – displaces DNA intercalator in HCV helicase counter-screen; DNA fluorescent intercalator displacement, fluorescence; inhibition, % at 7.9 µM; 290,000 tested, 0.17% active; in the data active = inhibition above about 37%;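 also: 0% = vehicle and 100% = reference compound; higher means more ethidium bromide displaced from hairpin DNA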
UBC9 SUMO inh – inhibitors of human SUMOylation (UBC9) | HTRF SUMOylation assay, SAE1/SAE2 + UBC9, in vitro | 290,000 tested, 0.36% active | inhibition, % at 35 µM; in the data active = inhibition above about 50%, passing the limit was not always enough; also: strong numbers were not always called active
Target sequence (P63279 whole entry, looked up): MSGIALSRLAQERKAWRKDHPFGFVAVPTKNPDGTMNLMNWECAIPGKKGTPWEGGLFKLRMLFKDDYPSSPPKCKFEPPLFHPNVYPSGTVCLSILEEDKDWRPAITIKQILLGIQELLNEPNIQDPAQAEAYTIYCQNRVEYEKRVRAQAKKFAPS
MEKK2wt PB1 HTS – raises or lowers MEK5 binding to wildtype human MEKK2 PB1 domain | Q9Y2U5 | bead flow cytometry, Alexa488-MEK5 binding to MEKK2 WT; actives lie on both sides | binding response (% of control), % at 10 µM | 290,000 tested, 1.1% active | AID 1531; in the data active = binding response below about 67% or above about 130%
MEKK2 mut-MEK5 – signal of MEK5 binding to mutant human MEKK2 PB1 domain; bead flow cytometry, Alexa488-MEK5 binding to MEKK2 mutant; AID 1530; 290,000 tested, 0.35% active; percent response, % at 10 µM; in the data active = percent response above about 24%, passing the limit was not always enough; also: inactives centre near 1; some results filed as inactive read as strong as hits
HCV NS3 hel inh – HCV NS3 helicase inhibition | NS3 helicase DNA unwinding, Cy5 molecular beacon fluorescence | inhibition, % at 10.9 µM | 290,000 tested, 0.56% active | AID 1800;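 active = inhibition above the mean of all tested compounds plus 3 SD, set per campaign, cut at about 35% in these data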;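 also: 0% = DMSO wells and 100% = thioflavine S control wells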
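Material: hepatitis C virus NS3 helicase domain fragment enzyme; measured by: Cy5 fluorescence, 0 and 60 min reads; control set: DMSO and thioflavine S; incubation: 60 min unwinding reaction at 25 °C after ATP addition; read-out basis: % inhibition from 60/0 min fluorescence ratio, DMSO 0%, thioflavine S 100%; repeats: singlicate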
GalR3 antagonist – blocks the human galanin receptor 3; O60755; HEK293 GalR3-CNG cAMP membrane potential fluorescence; galR3 body fused to GalR1 C-terminus; inhibition, % at 3 µM; 360,000 tested, 0.44% active; AID 651719;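 active = inhibition above the screen-wide average plus 3 SD, cut at about 13% in these data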;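 also: forskolin and galanin both at EC90 stimulate the cells; cAMP rise reported by CNG channel membrane potential dye signal; 0% = forskolin plus galanin with DMSO and 100% = forskolin alone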
Target sequence (O60755 1-299 limits assumed): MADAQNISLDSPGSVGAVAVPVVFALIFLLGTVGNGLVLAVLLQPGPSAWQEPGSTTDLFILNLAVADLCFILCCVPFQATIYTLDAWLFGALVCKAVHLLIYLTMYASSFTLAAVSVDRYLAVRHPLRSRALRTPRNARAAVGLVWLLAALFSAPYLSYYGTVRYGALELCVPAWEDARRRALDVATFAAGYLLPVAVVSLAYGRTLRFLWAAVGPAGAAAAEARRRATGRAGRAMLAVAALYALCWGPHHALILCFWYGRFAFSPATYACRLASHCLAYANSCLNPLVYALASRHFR
CRFR2-BP ag – agonists of human CRF-binding protein/CRF-R2 receptor complex | 350,000 tested, 0.46% active | AID 588473 | activation, % at 13.2 µM | HEK293 CRF-R2/CRF-BP, calcium dye fluorescence (FLIPR); percent of saturating CRF peptide response;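 active = activation of at least 50%, plus an integration ratio under a set limit after plate pattern correction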;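 also: plate controls were neutral control wells without compound for no effect and CRF at EC100 for full effect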
CRFR2-BP antag – antagonists of CRF-binding protein/CRF-R2 receptor complex; HEK293 CRF-R2/CRF-BP, CRF-induced calcium fluorescence; inhibition, % at 11.8 µM; 350,000 tested, 0.59% active; AID 588475;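 active = inhibition of the ligand-induced calcium signal above about 50% at the single tested concentration, limit read from the data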
MEKK3 PB1 HTS – MEKK3-MEK5 PB1 interaction, increase or decrease. 290,000 tested, 1.4% active. bead-based flow cytometry, Alexa488-MEK5 binding to MEKK3; actives lie on both sides; 0 = blocked by unlabeled MEK5, 100 = vehicle. Q99759. binding response (% of control), % at 10 µM;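 active = binding response more than 3 SD above or below the average of its plate-row segment, actives on both sides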;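 also: Alexa488 bead fluorescence after subtracting the streptavidin-only scavenger bead signal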
Target sequence (Q99759 whole entry, looked up): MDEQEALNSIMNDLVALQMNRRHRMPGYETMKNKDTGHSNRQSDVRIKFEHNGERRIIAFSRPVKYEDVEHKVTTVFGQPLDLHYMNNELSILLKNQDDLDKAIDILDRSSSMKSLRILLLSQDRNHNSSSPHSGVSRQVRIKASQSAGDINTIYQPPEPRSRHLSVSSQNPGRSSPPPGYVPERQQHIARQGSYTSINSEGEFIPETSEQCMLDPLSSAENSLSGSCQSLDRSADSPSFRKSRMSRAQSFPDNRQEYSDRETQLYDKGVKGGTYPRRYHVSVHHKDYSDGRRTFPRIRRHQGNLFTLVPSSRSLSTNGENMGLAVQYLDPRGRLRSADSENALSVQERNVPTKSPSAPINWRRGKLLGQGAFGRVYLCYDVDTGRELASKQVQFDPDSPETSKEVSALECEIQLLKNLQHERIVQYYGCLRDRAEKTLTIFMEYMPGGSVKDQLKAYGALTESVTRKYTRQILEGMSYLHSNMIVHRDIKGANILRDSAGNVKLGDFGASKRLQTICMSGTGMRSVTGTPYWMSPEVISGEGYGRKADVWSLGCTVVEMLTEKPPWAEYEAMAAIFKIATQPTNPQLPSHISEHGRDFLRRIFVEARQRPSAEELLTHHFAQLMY
The depositor's hits bear a star. An excerpt, so the mix of outcomes need not match the whole.

For CC1CCN(S(=O)(=O)c2ccc(NC(=O)c3ccccc3F)cc2)CC1 the results were DNA FID counter -19, UBC9 SUMO inh 0, MEKK2wt PB1 HTS 101, MEKK2 mut-MEK5 1, HCV NS3 hel inh -8, GalR3 antagonist -10, CRFR2-BP ag 0.3, CRFR2-BP antag -15 and MEKK3 PB1 HTS 105.
For CNC(=O)Cn1ncc2c(C)n(Cc3ccc(C)cc3)c(C)c2c1=O the results were DNA FID counter -13, UBC9 SUMO inh 3, MEKK2wt PB1 HTS 96, MEKK2 mut-MEK5 -1, HCV NS3 hel inh -1, GalR3 antagonist -3, CRFR2-BP ag -1.3, CRFR2-BP antag -10 and MEKK3 PB1 HTS 97.
CCN(CC(=O)Nc1ccc(Br)cc1)C(=O)Cc1cccc(F)c1 was read as DNA FID counter -16, UBC9 SUMO inh 4, MEKK2wt PB1 HTS 97, MEKK2 mut-MEK5 0, HCV NS3 hel inh 4, GalR3 antagonist -10, CRFR2-BP ag 0.0, CRFR2-BP antag 6 and MEKK3 PB1 HTS 96.
Screening COc1cccc(-n2c(SCC(=O)OC(C)C)nnc2-c2cccnc2)c1 returned DNA FID counter -26, UBC9 SUMO inh -18, MEKK2wt PB1 HTS 97, MEKK2 mut-MEK5 1, HCV NS3 hel inh -5, GalR3 antagonist -2, CRFR2-BP ag 0.2, CRFR2-BP antag 18 and MEKK3 PB1 HTS 97.
`CC/C(O)=C(\C#N)c1nnc2n1CCCCC2` gave DNA FID counter -3, UBC9 SUMO inh -2, MEKK2wt PB1 HTS 99, MEKK2 mut-MEK5 -2, HCV NS3 hel inh -6, GalR3 antagonist -6, CRFR2-BP ag -10, CRFR2-BP antag 6 and MEKK3 PB1 HTS 94.
Screening O=C(O)c1nccnc1C(=O)Nc1ccccc1N1CCOCC1 returned DNA FID counter 4, UBC9 SUMO inh 1, MEKK2wt PB1 HTS 102, MEKK2 mut-MEK5 8, HCV NS3 hel inh -2, GalR3 antagonist -4, CRFR2-BP ag -1.0, CRFR2-BP antag 6 and MEKK3 PB1 HTS 98.
For CC(COC(=O)c1ccccc1)(COC(=O)c1ccccc1)/[N+]([O-])=C/c1ccccc1 the results were DNA FID counter -9, UBC9 SUMO inh 7, MEKK2wt PB1 HTS 107, MEKK2 mut-MEK5 -2, HCV NS3 hel inh 8, GalR3 antagonist -7, CRFR2-BP ag 1.8, CRFR2-BP antag 0 and MEKK3 PB1 HTS 105.
For Cc1ccc(C(=O)NCCn2c(N)c(C#N)c3nc4ccccc4nc32)cc1 the results were DNA FID counter -17, UBC9 SUMO inh 36, MEKK2wt PB1 HTS 90, MEKK2 mut-MEK5 -2, HCV NS3 hel inh 7, GalR3 antagonist -12, CRFR2-BP ag 13, CRFR2-BP antag 9 and MEKK3 PB1 HTS 92.
For Nc1nn(S(=O)(=O)c2ccccc2)cc1-c1cccc([N+](=O)[O-])c1 the results were DNA FID counter 3, UBC9 SUMO inh -12, MEKK2wt PB1 HTS 106, MEKK2 mut-MEK5 13, HCV NS3 hel inh 1, GalR3 antagonist -6, CRFR2-BP ag -4.2, CRFR2-BP antag 0 and MEKK3 PB1 HTS 106.
`COc1ccccc1/C=C\C=N\n1c(-c2ccc(Cl)cc2)n[nH]c1=S` gave DNA FID counter -7, UBC9 SUMO inh 4, MEKK2wt PB1 HTS 102, MEKK2 mut-MEK5 0, HCV NS3 hel inh -5, GalR3 antagonist -3, CRFR2-BP ag -0.1, CRFR2-BP antag 24 and MEKK3 PB1 HTS 111.
`O=C(O)c1ccc(Cl)c(S(=O)(=O)Nc2cccc(C(=O)Nc3cccc(C(F)(F)F)c3)c2)c1` gave DNA FID counter -20, UBC9 SUMO inh 21, MEKK2wt PB1 HTS 95, MEKK2 mut-MEK5 -6, HCV NS3 hel inh 30, GalR3 antagonist 2, CRFR2-BP ag 0.6, CRFR2-BP antag -10 and MEKK3 PB1 HTS 100.
Screening O=C(/C=C/c1ccc(Cl)cc1Cl)c1nc2ccccc2[nH]1 returned DNA FID counter 3, UBC9 SUMO inh 34, MEKK2wt PB1 HTS 97, MEKK2 mut-MEK5 0, HCV NS3 hel inh -6, GalR3 antagonist -1, CRFR2-BP ag 3.5, CRFR2-BP antag -13 and MEKK3 PB1 HTS 104.
`Cn1nnc2cc(C(=O)NC3CC3)ccc21` gave DNA FID counter -1, UBC9 SUMO inh 20, MEKK2wt PB1 HTS 103, MEKK2 mut-MEK5 5, HCV NS3 hel inh -6, GalR3 antagonist 2, CRFR2-BP ag 4.2, CRFR2-BP antag -7 and MEKK3 PB1 HTS 102.
For Nc1c([N+](=O)[O-])c(=O)oc2ccccc12 the results were DNA FID counter 0, UBC9 SUMO inh -6, MEKK2wt PB1 HTS 96, MEKK2 mut-MEK5 -1, HCV NS3 hel inh 5, GalR3 antagonist -4, CRFR2-BP ag 0.5, CRFR2-BP antag 5 and MEKK3 PB1 HTS 100.
For COc1ccc(CNC(=O)COc2cccnc2[N+](=O)[O-])cc1OC the results were DNA FID counter -7, UBC9 SUMO inh 21, MEKK2wt PB1 HTS 101, MEKK2 mut-MEK5 0, HCV NS3 hel inh 30, GalR3 antagonist -8, CRFR2-BP ag -0.4, CRFR2-BP antag 4 and MEKK3 PB1 HTS 98.
For Cc1ccccc1Oc1ccc(Oc2ccccc2C)nn1 the results were DNA FID counter -9, UBC9 SUMO inh 13, MEKK2wt PB1 HTS 101, MEKK2 mut-MEK5 2, HCV NS3 hel inh 0, GalR3 antagonist -4, CRFR2-BP ag -0.2, CRFR2-BP antag -11 and MEKK3 PB1 HTS 104.
Cc1nc(-c2cc(C#N)c(Sc3cccc(C(F)(F)F)c3)nc2C)cs1 was read as DNA FID counter -3, UBC9 SUMO inh -8, MEKK2wt PB1 HTS 98, MEKK2 mut-MEK5 1, HCV NS3 hel inh -2, GalR3 antagonist 0, CRFR2-BP ag 4.6, CRFR2-BP antag 8 and MEKK3 PB1 HTS 105.
For O=C(CCc1ccc(S(=O)(=O)NCCc2ccccc2)cc1)Nc1ccc2c(c1)OCCO2 the results were DNA FID counter -22, UBC9 SUMO inh -3, MEKK2wt PB1 HTS 107, MEKK2 mut-MEK5 4, HCV NS3 hel inh -6, GalR3 antagonist -6, CRFR2-BP ag 2.8, CRFR2-BP antag -40 and MEKK3 PB1 HTS 94.
Screening CC1Cc2cc(/C(O)=C3/C(=O)C(=O)N(Cc4ccncc4)C3c3ccc(N(C)C)cc3)ccc2O1 (centres undefined) returned DNA FID counter -45, UBC9 SUMO inh 2, MEKK2wt PB1 HTS 103, MEKK2 mut-MEK5 3, HCV NS3 hel inh 34, GalR3 antagonist -6, CRFR2-BP ag -0.9, CRFR2-BP antag 1 and MEKK3 PB1 HTS 98.
For COc1ccc(OC)c(CCNC(=O)CCc2nnc3ccc(N4CCCCC4)nn23)c1 the results were DNA FID counter -43, UBC9 SUMO inh 5, MEKK2wt PB1 HTS 110, MEKK2 mut-MEK5 6, HCV NS3 hel inh -4, GalR3 antagonist 1, CRFR2-BP ag -2.2, CRFR2-BP antag 10 and MEKK3 PB1 HTS 103.
COc1ccc(-c2cc(C(F)(F)F)c3c(N)c(C(=O)NCCSC)sc3n2)cc1 was read as DNA FID counter -32, UBC9 SUMO inh 38, MEKK2wt PB1 HTS 110, MEKK2 mut-MEK5 17, HCV NS3 hel inh 8, GalR3 antagonist -9, CRFR2-BP ag 66*, CRFR2-BP antag -67 and MEKK3 PB1 HTS 110.
CN(c1ccc(C(=O)N2CCc3ccccc3C2)cc1)S(C)(=O)=O was read as DNA FID counter -13, UBC9 SUMO inh 4, MEKK2wt PB1 HTS 99, MEKK2 mut-MEK5 7, HCV NS3 hel inh 5, GalR3 antagonist 4, CRFR2-BP ag 1.2, CRFR2-BP antag -2 and MEKK3 PB1 HTS 102.
O=C(/C=C/c1ccccn1)c1cc(Br)ccc1O was read as DNA FID counter -7, UBC9 SUMO inh 14, MEKK2wt PB1 HTS 94, MEKK2 mut-MEK5 -16, HCV NS3 hel inh -13, GalR3 antagonist -2, CRFR2-BP ag 2.9, CRFR2-BP antag -5 and MEKK3 PB1 HTS 90.
`COc1cccc(CNC(C)C(=O)Nc2ccc3c(c2)OCCO3)c1` (centres undefined) gave DNA FID counter 6, UBC9 SUMO inh 10, MEKK2wt PB1 HTS 103, MEKK2 mut-MEK5 0, HCV NS3 hel inh 1, GalR3 antagonist 1, CRFR2-BP ag -1.4, CRFR2-BP antag 7 and MEKK3 PB1 HTS 100.
For CCc1cccc2c(C(=O)COC(=O)c3ccccc3)c[nH]c12 the results were DNA FID counter -2, UBC9 SUMO inh -24, MEKK2wt PB1 HTS 100, MEKK2 mut-MEK5 1, HCV NS3 hel inh -6, GalR3 antagonist -4, CRFR2-BP ag 1.1, CRFR2-BP antag -25 and MEKK3 PB1 HTS 100.
CC(C)(C)c1ccc(/C=C/C(=O)Nc2nncs2)cc1 was read as DNA FID counter -4, UBC9 SUMO inh 10, MEKK2wt PB1 HTS 95, MEKK2 mut-MEK5 -1, HCV NS3 hel inh 8, GalR3 antagonist 7, CRFR2-BP ag -2.2, CRFR2-BP antag -53 and MEKK3 PB1 HTS 95.
COc1ccc2[nH]c3c(=O)n(Cc4ccc(C(=O)N5CCCCCC5)cc4)c(=S)[nH]c3c2c1 was read as DNA FID counter -18, UBC9 SUMO inh 7, MEKK2wt PB1 HTS 97, MEKK2 mut-MEK5 0, HCV NS3 hel inh 1, GalR3 antagonist -3, CRFR2-BP ag -1.4, CRFR2-BP antag 16 and MEKK3 PB1 HTS 102.
O=C(O)c1ccccc1/C=N/Nc1ccc(S(=O)(=O)N2CCOCC2)cc1[N+](=O)[O-] was read as DNA FID counter -16, UBC9 SUMO inh 7, MEKK2wt PB1 HTS 103, MEKK2 mut-MEK5 7, HCV NS3 hel inh -4, GalR3 antagonist -1, CRFR2-BP ag 0.5, CRFR2-BP antag 2 and MEKK3 PB1 HTS 102.
Cc1ccc(C(=O)NC(O)C(Cl)Cl)cc1 (centres undefined) was read as DNA FID counter 1, UBC9 SUMO inh 10, MEKK2wt PB1 HTS 104, MEKK2 mut-MEK5 1, HCV NS3 hel inh 11, GalR3 antagonist -11, CRFR2-BP ag -0.9, CRFR2-BP antag 12 and MEKK3 PB1 HTS 102.
`CS(=O)(=O)c1ccc(C(=O)NCC2(N3CCCCC3)CCCCC2)cc1` gave DNA FID counter -4, UBC9 SUMO inh -2, MEKK2wt PB1 HTS 100, MEKK2 mut-MEK5 -2, HCV NS3 hel inh 10, GalR3 antagonist -7, CRFR2-BP ag -0.1, CRFR2-BP antag -3 and MEKK3 PB1 HTS 104.
COc1ccccc1CNC(=O)CC(C)C was read as DNA FID counter -9, UBC9 SUMO inh -11, MEKK2wt PB1 HTS 101, MEKK2 mut-MEK5 1, HCV NS3 hel inh 12, GalR3 antagonist 2, CRFR2-BP ag -0.7, CRFR2-BP antag -1 and MEKK3 PB1 HTS 102.
Screening CCOC(=O)c1sc2ncnc(N3CCN(c4ccc(OC)cc4)CC3)c2c1C returned DNA FID counter -1, UBC9 SUMO inh 3, MEKK2wt PB1 HTS 92, MEKK2 mut-MEK5 -3, HCV NS3 hel inh 0, GalR3 antagonist 2, CRFR2-BP ag -0.3, CRFR2-BP antag 2 and MEKK3 PB1 HTS 94.

High-throughput results (PubChem BioAssay)
